From PubChem
TLR4-MyD88 BLA: TLR4-MyD88 interaction inhibition in cells | O00206+Q99836 | HeLa CL3-4 TLR4/MyD88 BLA complementation, FRET ratio | inhibition, % at 8.4 µM | 0.18% of 200,000 active; in the data active = inhibition above about 25%;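 note: 0% = vehicle and 100% = reference inhibitor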
Target sequence (O00206 whole entry, looked up): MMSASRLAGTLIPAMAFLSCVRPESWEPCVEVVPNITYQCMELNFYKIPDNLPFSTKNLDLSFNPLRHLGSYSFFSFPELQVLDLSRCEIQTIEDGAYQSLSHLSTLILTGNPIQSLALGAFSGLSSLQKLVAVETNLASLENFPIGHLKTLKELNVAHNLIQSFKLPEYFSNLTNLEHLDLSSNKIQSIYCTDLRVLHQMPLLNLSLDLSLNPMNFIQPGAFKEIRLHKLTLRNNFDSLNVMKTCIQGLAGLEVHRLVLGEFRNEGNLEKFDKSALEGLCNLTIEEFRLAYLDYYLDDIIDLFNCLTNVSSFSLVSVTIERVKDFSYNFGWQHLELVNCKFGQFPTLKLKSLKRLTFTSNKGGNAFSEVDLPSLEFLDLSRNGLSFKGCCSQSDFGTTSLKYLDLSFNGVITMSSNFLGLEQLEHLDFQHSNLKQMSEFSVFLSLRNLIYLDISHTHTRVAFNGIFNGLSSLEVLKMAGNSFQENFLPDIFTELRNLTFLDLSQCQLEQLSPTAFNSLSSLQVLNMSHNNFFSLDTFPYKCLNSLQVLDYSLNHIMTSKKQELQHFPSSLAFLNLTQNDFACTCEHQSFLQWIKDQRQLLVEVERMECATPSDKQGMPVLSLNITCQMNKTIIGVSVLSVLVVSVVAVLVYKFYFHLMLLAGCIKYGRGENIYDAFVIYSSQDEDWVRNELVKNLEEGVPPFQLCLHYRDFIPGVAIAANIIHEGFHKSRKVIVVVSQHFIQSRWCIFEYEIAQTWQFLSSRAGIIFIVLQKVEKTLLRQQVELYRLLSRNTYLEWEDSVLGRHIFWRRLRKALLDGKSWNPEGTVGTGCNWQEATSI
Target sequence (Q99836 whole entry, looked up): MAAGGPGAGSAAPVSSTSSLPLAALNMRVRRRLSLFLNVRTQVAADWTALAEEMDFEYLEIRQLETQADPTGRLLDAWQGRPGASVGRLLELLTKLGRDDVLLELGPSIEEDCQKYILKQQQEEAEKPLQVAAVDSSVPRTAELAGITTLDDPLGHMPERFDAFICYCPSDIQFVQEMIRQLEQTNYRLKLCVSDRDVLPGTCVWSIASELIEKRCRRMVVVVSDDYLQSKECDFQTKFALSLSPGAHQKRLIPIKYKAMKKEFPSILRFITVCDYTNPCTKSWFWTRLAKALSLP
Diaph inh CS: inhibits diaphorase or chemically oxidizes, flagging diaphorase assay artifacts; diaphorase resazurin-to-resorufin fluorescence, NADH, 16 min; bacterial (C. kluyveri) enzyme, not human; inhibition, % at 20 µM; 0.69% of 190,000 active; AID 1217;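 active = primary screen inhibition at 20 µM above a set limit, cut at about 50% in these data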;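 note: plate controls were DMSO with full reaction for no effect and wells lacking NADH for full effect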
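Test system: Clostridium kluyveri diaphorase enzyme / Quantity: diaphorase at 0.14 U/mL in enzyme working solution / Incubation: 16-min room-temperature incubation before reading / Benchmarks: NADH-free wells as positive control, DMSO-only neutral wells / Signal: resorufin fluorescence 544/590 nm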
APP transl inh: APP translation inhibition. SH-SY5Y APP 5'UTR-luciferase reporter, luminescence. inhibition, % at 2 µM. 0.82% of 190,000 active. AID 1285;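 active = inhibition above a set limit, derived from the sample mean plus 3 SD, cut at about 45% in these data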; note: values of inactives mirror those of a sister screen read the other way
STAT3 act: increases IL-6 driven STAT3 reporter signal | 0.91% of 190,000 active | U3A cells, IL-6 STAT3-luciferase reporter, luminescence; 100% = signal with IL-6 EC80 alone | activation (% of control), % at 5.6 µM;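 active = activation above the screen-wide mean of compound activation plus 3 SD, cut at about 130% in these data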;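 note: 0% = background luminescence of wells with medium and substrate only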
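System – human U3A cells carrying STAT3-luciferase construct · Probe or stimulus – Interleukin-6, 33 ng/mL · Schedule – compound 1 h, then IL-6 6 h at 37 °C · Signal – luminescence from STAT3-driven luciferase reporter · Evaluation – percent of IL-6-only median luminescence · Benchmarks – IL-6-only high control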
Hsp70 activator: transcriptional activators of Hsp70 | HeLa Hsp70 promoter luciferase reporter, luminescence; scaled: vehicle 0, proteasome-inhibitor control 100% | activation, % at 10 µM | 0.04% of 200,000 active;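 active = activation above the mean across all tested compounds plus 3 SD, cutoff set per campaign, cut at about 5.5% in these data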;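 note: 100% = MG132 at 30 µM as the positive control and 0% = DMSO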
STAT1 activator: increases IFN-gamma driven STAT1 reporter signal; activation (% of control), % at 5.5 µM; AID 932; NIH 3T3 STAT1-luciferase reporter, luminescence; 100% = IFN-gamma alone, no compound; 2.6% of 200,000 active;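 active = activation above the screen-wide mean activation plus 3 SD, cut at about 130% in these data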;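 note: raw ratio to IFN-gamma control signal so 100% means no change and 0% no light; values of inactives mirror those of a sister screen read the other way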
STAT1 blocker: inhibitors of IFN-gamma induced STAT1 signaling; NIH 3T3 STAT1-luciferase reporter, luminescence; inhibition, % at 5.5 µM; 0.35% of 200,000 active; AID 920;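 active = inhibition above a set limit, the mean inhibition across all tested compounds plus 3 SD, cut at about 34% in these data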;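 note: 0% = IFN-gamma with DMSO and 100% = IFN-gamma with 300 µM nifuroxazide; values of inactives mirror those of a sister screen read the other way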
G6PDH counter: inhibits Leuconostoc G6PDH, flagging false hits in G6PDH-based assays. Purified L. mesenteroides G6PDH, diaphorase/resazurin coupled fluorescence, 45 min. inhibition, % at 5 µM. 0.12% of 200,000 active. AID 1020; in the data active = inhibition above about 50%
Diaph act CS: activates diaphorase or chemically reduces, flagging diaphorase assay artifacts; 0.005% of 190,000 active; activation factor at 20 µM; Diaphorase/resazurin coupled assay, resorufin fluorescence, 16 min; active compounds read high; 1 = vehicle wells, 0 = NADH-free wells;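 active = diaphorase activity raised at least twofold by the compound at 20 µM; inactive = activation factor below 2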
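Material: purified diaphorase enzyme from Clostridium kluyveri; Also added: 0.114 mM NADH and 0.1 mM resazurin, final amounts; Doses: single compound dose of 20 µM, 1% DMSO final; Times: 16 min enzyme reaction, ambient temperature; Detection: resorufin fluorescence, excitation 544 nm, emission 590 nm; Measure: increased resorufin signal from activators or reducing compounds.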
STAT3 blocker: inhibitors of IL-6 induced STAT3 signaling; U3A cells, IL-6 STAT3-luciferase reporter, luminescence; host cell line lacks STAT1; inhibition, % at 5.5 µM; 0.89% of 190,000 active;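 active = inhibition above the mean inhibition across all screened compounds plus 3 SD, cut at about 44% in these data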;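 note: 0% = DMSO only wells and 100% = 100 µM nifuroxazide control wells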
The depositor's hits bear a star; nt = not tested or not shown.

SMILES | TLR4-MyD88 BLA | Diaph inh CS | APP transl inh | STAT3 act | Hsp70 activator | STAT1 activator | STAT1 blocker | G6PDH counter | Diaph act CS | STAT3 blocker
CCS(=O)(=O)N1CCC(C(=O)NCCN2CCN(Cc3ccccc3)CC2)CC1 | 4 | 13 | 1 | 100 | 0.2 | 104 | -4 | 16 | 0.9 | 5
O=C(NNC(=O)C1CCN(Cc2ccccc2)CC1)c1cccs1 | -3 | 6 | 7 | 101 | 0.0 | 100 | -2 | 7 | 0.9 | 10
CCc1ccc(C2C(C#N)=C(N)C(C#N)(C#N)C3=CCC(C(C)(C)C)CC32)cc1 (configuration not stated) | 4 | 31 | -11 | 94 | 0.0 | 100 | -1 | 5 | 0.7 | 9
COc1ccc(S(=O)(=O)N2Cc3ccccc3CC2C(=O)N2CCOCC2)cc1 (configuration not stated) | 2 | 13 | -11 | 101 | -0.3 | 102 | -2 | -3 | 0.9 | 6
CCN(CC)C(=O)CSc1nc2ccc(NC(=O)CSc3nnc(N)s3)cc2s1 | 5 | 15 | -4 | 81 | -0.1 | 93 | 8 | 7 | 0.8 | 26
CCOC(=O)C1=NN(C(C)=O)C2(CC(=O)N(c3cccc(C)c3)C2=O)C1 (configuration not stated) | 4 | 9 | 10 | 101 | -0.4 | 96 | 5 | 1 | 0.9 | 2
CC(=O)c1c(C)[nH]c(C(=O)N2CCCCCC2)c1C | -11 | 7 | -1 | 104 | -0.2 | 97 | 3 | 5 | 0.9 | 3
CCCc1nnc(NC(=O)OCC)s1 | 2 | 4 | -1 | 99 | -0.2 | 98 | 0 | 3 | 1 | 7
Cc1cc(=O)[nH]c(SCC(=O)c2ccccc2)c1C#N | 7 | 19 | 14 | 91 | -0.3 | 89 | 11 | 8 | 0.8 | 16
COc1nccnc1NS(=O)(=O)c1ccc(NC(=O)c2cccc(C)c2)cc1 | 7 | -2 | -16 | 108 | -0.3 | 97 | 4 | 11 | 1 | -7
CC(=O)Nc1cccc(N=NN2CCOCC2)c1 | 1 | 13 | -17 | 95 | 0.5 | 101 | -3 | 6 | 0.9 | 9
CCOC(=O)CNC(=O)C12CC3CC(C1)CC(c1ccc(C)cc1)(C3)C2 | 2 | 12 | -7 | 99 | -0.2 | 99 | 2 | 10 | 0.9 | 10
COc1cc(/C=N/Nc2nn3cnnc3c3ccccc23)ccc1O | -9 | 4 | -3 | 51 | -0.3 | 67 | 36* | -2 | 1 | 58*
N#Cc1nc(N2CCOCC2)nc(N2CCOCC2)n1 | 11 | 3 | -6 | 98 | -0.1 | 97 | 3 | 12 | 1 | 5
CCOC(=O)CC(NC(=O)Cn1nnc(-c2ccccc2F)n1)c1ccc(OC)cc1 (configuration not stated) | 0 | 18 | 1 | 99 | -0.5 | 99 | -1 | 2 | 0.8 | 6
O=C1C2CCCN2C(=O)N1CCCN1CCN(c2cccc(Cl)c2)CC1 (configuration not stated) | 1 | 10 | -5 | 95 | -0.2 | 95 | 5 | -1 | 0.9 | 10
O=C(CSc1nnc(C2CC2)n1-c1ccccc1)Nc1ccc(N2CCOCC2)cc1 | -7 | -4 | -2 | 95 | -0.4 | 92 | 10 | 9 | 1 | 7
Nc1c(N(CCO)C(=O)/C=C/c2ccco2)c(=O)[nH]c(=O)n1Cc1ccccc1 | 5 | 4 | 12 | 104 | 0.5 | 101 | -1 | 6 | 1 | 4
CC1CN=C2C(C(=O)Nc3ccccc3)=C(O)CC(c3ccccc3)N21 (configuration not stated) | 9 | 18 | -8 | 81 | -0.3 | 94 | 7 | -6 | 0.8 | 22
COCC(=O)N/N=C/c1c(C)[nH]n(-c2ccccc2)c1=O | 4 | 37 | 1 | 96 | 0.0 | 107 | -9 | 13 | 0.6 | 15
C/C=C/c1ccc(OCC(=O)Nc2ccc(OC)c(OC)c2)c(OC)c1 | 10 | 17 | -5 | 90 | -0.1 | 94 | 3 | -3 | 0.8 | 16
COCCn1c(=S)[nH]c2cc(C(=O)NC(C)C)ccc2c1=O | 6 | -2 | -2 | 99 | -0.1 | 98 | 2 | 8 | 1 | 5
CCCCNC(=O)CNC(=S)N(Cc1ccccc1)Cc1cccs1 | -6 | 7 | -1 | 97 | -0.4 | 83 | 18 | 12 | 0.9 | 11
COC(=O)c1nnn(-c2ccccc2)c1N | 4 | 0 | -5 | 110 | -0.2 | 98 | 2 | 11 | 1 | -10
O=C(NCc1ccco1)c1ccccc1-c1ccc(C(F)(F)F)cc1 | -16 | 8 | -9 | 97 | -0.3 | 92 | 9 | 10 | 0.9 | 7
COC(=O)Cc1c(C)nc2nc(NCc3ccccc3OC)[nH]n2c1=O | -2 | 10 | -9 | 96 | 0.0 | 102 | -2 | -1 | 0.9 | 8
CCC(=O)Nc1nc(=S)ss1 | -5 | 10 | 9 | 104 | -0.3 | 104 | -4 | 14 | 0.9 | 2
O=C(NC(=S)Nc1ccc(Cl)cn1)c1cccs1 | -3 | -3 | -186 | 151* | -0.1 | 194* | -105 | 4 | 1 | -48
CCc1nc2ccccc2c(C(=O)NCc2ccc(OC)cc2)c1C | 12 | 0 | 4 | 111 | -0.4 | 93 | 6 | 4 | 1 | -12
Clc1cc(Cl)c2nc(N3CCCC3)sc2c1 | -3 | nt | -28 | 101 | 0.0 | 126 | -29 | nt | nt | 6
O=C(COc1ccc2c(c1)CCC2)N1CCc2ccccc21 | -1 | 18 | -93 | 106 | 0.0 | 134* | -37 | -2 | 0.8 | 3
CS(=O)(=O)N(CC(=O)NCC1CCCO1)c1cccc([N+](=O)[O-])c1 (configuration not stated) | -18 | 11 | -28 | 100 | 0.0 | 101 | -3 | 8 | 0.9 | 1
CC(C)(C)C(=O)NC(=S)Nc1sc2c(c1C(N)=O)CCC2 | -5 | 50* | -46 | 107 | -0.1 | 146* | -54 | 0 | 0.5 | -3
Cc1cc2cc(CNC(=O)CCC(=O)O)ccc2[nH]1 | 13 | 11 | -24 | 100 | -0.3 | 92 | 9 | 3 | 0.9 | 4
CCOC(=O)CNC(=O)Cn1cnc2ccc(S(=O)(=O)N3CCC(C)CC3)cc2c1=O | -8 | 8 | 0 | 112 | -0.2 | 105 | -6 | -2 | 0.9 | -10
Cc1oc(-c2cccs2)nc1CS(=O)CC(=O)NCCCN1CC(C)CC(C)C1 (configuration not stated) | 2 | 8 | -4 | 110 | -0.2 | 101 | -1 | 0 | 0.9 | -3
COc1cccc(-n2c(C)n[nH]c2=O)c1 | 13 | 3 | -8 | 101 | -0.2 | 97 | 3 | -5 | 1 | 1
C/C=C/C(=O)OCC(=O)Nc1ccc(F)cc1Cl | 22 | 4 | 6 | 89 | -0.2 | 106 | -7 | -4 | 1 | 16
O=C(CCc1ccc(S(=O)(=O)N2CCOCC2)cc1)NCCCN1CCCC1=O | -2 | 10 | -1 | 99 | -0.2 | 101 | -1 | 6 | 0.9 | 8
CCOC(=O)N1CCN(C/C(C)=C/c2ccccc2)CC1 | -3 | 20 | -18 | 99 | 0.0 | 106 | -6 | 4 | 0.8 | 5
CS(=O)(=O)N(Cc1ccc(C(=O)NN=C2CCCC2)cc1)c1ccccc1 | -8 | 8 | -1 | 110 | -0.1 | 97 | 3 | 0 | 0.9 | -10
OCC(Cc1ccccc1)NCc1ccccc1C(F)(F)F (configuration not stated) | 11 | 0 | -15 | 82 | -0.2 | 89 | 12 | 0 | 1 | 24
CC(C)CCNC(=O)CN(C(=O)CCC(=O)Nc1ccccn1)c1ccc(F)c(Cl)c1 | 2 | -5 | 15 | 105 | -0.2 | 111 | -14 | 5 | 1 | 1
C=C(CC1([C@@H](NP(=O)(c2ccccc2)c2ccccc2)[C@H]2C[C@@H]2CCCC)CC1)c1ccccc1 | -17 | 12 | -1 | 108 | -0.3 | 94 | 7 | 10 | 0.9 | -13
Cc1ccc(CN2CN(S(=O)(=O)c3cccs3)c3nc4ccccc4nc32)cc1 | 2 | 0 | -6 | 97 | -0.1 | 142* | -53 | 4 | 1 | 12
CCOC(=O)N1CCC(Nc2c(NCCCN3CCN(CC)CC3)c(=O)c2=O)CC1 | -3 | 0 | -15 | 100 | 0.1 | 100 | 0 | 4 | 1 | 4
COc1ccc(-c2nnc(SCc3c(C)noc3C)n2N)cc1OC | -1 | 8 | 11 | 103 | -0.4 | 100 | 0 | 18 | 0.9 | -1
NC(=O)COC(=O)/C=C/c1ccc(S(=O)(=O)N2CCCCCC2)cc1 | 4 | 0 | -1 | 114 | -0.2 | 101 | -1 | 3 | 1 | -18

Part of the list above, showing only G6PDH counter and STAT3 act.
| compound | G6PDH counter | STAT3 act |
| --- | --- | --- |
| CS(=O)(=O)N(Cc1ccc(C(=O)NN=C2CCCC2)cc1)c1ccccc1 | 0 | 110 |
| OCC(Cc1ccccc1)NCc1ccccc1C(F)(F)F (configuration not stated) | 0 | 82 |
| CC(C)CCNC(=O)CN(C(=O)CCC(=O)Nc1ccccn1)c1ccc(F)c(Cl)c1 | 5 | 105 |

Other records follow:
SMILES | TLR4-MyD88 BLA | Diaph inh CS | APP transl inh | STAT3 act | Hsp70 activator | STAT1 activator | STAT1 blocker | G6PDH counter | Diaph act CS | STAT3 blocker
CCC1C(=O)CC(c2ccccc2)NC1c1ccccc1 (configuration not stated) | -3 | 2 | 16 | 105 | 0.0 | 106 | -5 | 10 | 1 | -4
O=C(COC(=O)c1cccnc1Cl)c1ccc(OC(F)F)cc1 | 2 | 2 | -6 | 100 | -0.2 | 99 | 0 | 3 | 1 | 2
N/C(=N\N=C\c1ccc(O)cc1)c1nonc1N | 8 | -7 | -91 | 75 | -0.1 | 115 | -18 | 2 | 1.1 | 33
CC(=O)Nc1ccc(S(=O)(=O)N2CCN(S(=O)(=O)N3CCCCC3)CC2)cc1 | -6 | 1 | -1 | 101 | 0.1 | 93 | 7 | 6 | 1 | 10
O=C(NCCCCCCNC(=O)C1CCCC1)C1CCCC1 | 16 | 8 | -2 | 99 | -0.2 | 104 | -1 | -1 | 0.9 | 4
O=c1c2ccccc2nc2n1CCC2O (configuration not stated) | 4 | 8 | 15 | nt | -0.5 | 99 | 0 | 13 | 0.9 | nt
Cc1ccc2oc(=O)c3cnn(CC(=O)NCCCOC(C)C)c3c2c1 | 13 | -5 | 5 | 105 | -0.2 | 101 | -1 | 6 | 1.1 | -2
O=C(C(Cc1ccccc1)n1cccc1)N1CCN(c2cccc(Cl)c2)CC1 (configuration not stated) | 3 | 16 | 15 | 101 | -0.5 | 96 | 4 | 4 | 0.8 | 4
